Source: PubChem BioAssay
WRN inhibitor: inhibitors of human WRN helicase | Q14191 | WRN helicase unwinding, fluorescent forked duplex, kinetic | Potency, µM (doses to about 114 µM), for inactives: top-dose activity change, negative = inhibition, actives largely listed as inhibitors | 0.46% of 360,000 active; also: potency is read from the fitted curve at half-maximal effect; % is scaled to controls: 0 for no effect and ±100 for the full control effect; nearly all actives have a fitted effect of over 55% in size
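Screening of the MLSMR collection measured strand separation of a quenched forked DNA duplex (100 nM) by 20 nM WRN with 2 mM ATP, all final. Compounds were preincubated with enzyme 15 min at room temperature.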
EPAC1 agonist: agonists of human EPAC1; O95398; EPAC1 agonist qHTS, biochemical assay; response scale: 100% = response to 6.5 mM cAMP; Potency, µM (doses to about 154 µM), inactives show top-dose activation, most hits filed as activators; 0.073% of 360,000 active; AID 720707; also: potency is read from the fitted curve at half-maximal effect; nearly all actives have a fitted effect of over 60% in size
Target sequence (O95398 whole entry, looked up): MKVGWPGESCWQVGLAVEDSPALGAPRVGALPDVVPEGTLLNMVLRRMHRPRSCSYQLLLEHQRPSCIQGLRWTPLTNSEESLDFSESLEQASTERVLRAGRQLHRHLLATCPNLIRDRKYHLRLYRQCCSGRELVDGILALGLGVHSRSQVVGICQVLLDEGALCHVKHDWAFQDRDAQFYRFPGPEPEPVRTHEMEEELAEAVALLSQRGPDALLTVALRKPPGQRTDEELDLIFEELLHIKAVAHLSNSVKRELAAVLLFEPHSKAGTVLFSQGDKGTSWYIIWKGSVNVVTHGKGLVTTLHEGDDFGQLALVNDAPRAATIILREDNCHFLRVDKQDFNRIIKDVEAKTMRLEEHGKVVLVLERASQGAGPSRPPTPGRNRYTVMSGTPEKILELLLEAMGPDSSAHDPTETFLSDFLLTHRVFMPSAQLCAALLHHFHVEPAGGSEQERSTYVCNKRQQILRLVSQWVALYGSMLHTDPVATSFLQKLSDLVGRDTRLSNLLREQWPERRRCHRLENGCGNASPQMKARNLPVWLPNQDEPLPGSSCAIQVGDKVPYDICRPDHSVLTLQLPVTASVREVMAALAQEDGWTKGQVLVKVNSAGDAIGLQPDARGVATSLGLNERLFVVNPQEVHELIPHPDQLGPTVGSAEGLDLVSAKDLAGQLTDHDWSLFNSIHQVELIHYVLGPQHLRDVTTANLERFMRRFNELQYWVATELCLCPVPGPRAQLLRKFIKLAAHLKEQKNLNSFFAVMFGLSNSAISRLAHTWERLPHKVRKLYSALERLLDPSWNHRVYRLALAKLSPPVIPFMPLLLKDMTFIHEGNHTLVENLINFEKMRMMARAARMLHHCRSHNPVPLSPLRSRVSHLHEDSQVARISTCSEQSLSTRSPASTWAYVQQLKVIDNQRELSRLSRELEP
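EPAC1 100 nM, Rap1B–BODIPY-GDP 250 nM, unlabeled GDP 50 uM; compound titration; 5 min RT; kinetic read ex480/em540 at 5-min intervals ×30 min; data normalized to 6.5 mM cAMP agonist control.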
IL-2 act: activators of IL-2. activation, % (series mostly up to about 46 µM). AID 652025. IL-2 activation reporter assay, cell-based qHTS; stimulated with anti-CD3/CD4/CD28 beads; in transgenic mouse T cells. 0.065% of 360,000 active; in the data active = activation above about 50%; inconclusive = mostly about 30% to 49%; also: 0% is about no effect
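Unstimulated transgenic mouse T cells, 750 per well, received compound and, after 60 minutes, anti-CD3/anti-CD4 bead plus anti-CD28 stimulation. EGFP and DsRed were quantified after 18 hours.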
Abeta yeast res: A-beta toxicity reversal in yeast. yeast expressing A-beta42, growth rescue, OD600, 48 h; response scale: 0% DMSO, 100% iron-clioquinol control. 0.063% of 410,000 active. Potency, µM (highest dose often 46.1 µM), inactives show top-dose growth rescue, most hits filed as activators. AID 1347071; also: potency is read from the fitted curve at half-maximal effect; nearly all actives have a fitted effect of over 55% in size
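Yeast growth medium received pinned compounds, then yeast cells expressing toxic A-beta were added; plates incubated at 30 C for 48 hr. Growth read as absorbance at 600 nm, normalized to DMSO and equimolar FeCl3 plus clioquinol controls.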
FUS yeast rescue: rescues growth of FUS-expressing yeast | Potency, µM (highest dose often 76.6 µM), without a hit: at the top dose growth rescue (activation), most hits filed as activators | 0.24% of 390,000 active | S. cerevisiae FUS-expressing, growth rescue, OD600, 24 h;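 also: potency is read from the fitted curve at half-maximal effect; plate controls were DMSO vehicle for no effect and reference control for full effect; nearly all actives have a fitted effect of over 55% in size; some results filed as inactive show a strong effect at the top dose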
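Restored growth of FUS-toxic S. cerevisiae, read as 600 nm absorbance after 24 h at 30C in galactose medium (starting OD 0.005). Controls CP55940 and DMSO.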
EPAC1 antagonist: antagonists of human EPAC1. O95398. 0.14% of 360,000 active. Potency, µM (titrated, usually from 115 µM), for the others: top-dose activity change, negative = inhibition, usual class: inhibitors. EPAC1 GEF assay, Rap1b-BODIPY-GDP exchange fluorescence;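 also: potency is read from the fitted curve at half-maximal effect; plate controls were vehicle for no effect and positive control for full effect; nearly all actives have a fitted effect of over 50% in size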
PI5P4K alpha inh: blocks human PI5P4K alpha kinase activity; P48426; PI5P4Kalpha enzyme, ADP-Glo luminescence, 60 min; active compounds read low; max response, %; 1.2% of 330,000 active; active = max response of -50% or lower; inconclusive = between -30% and -50%; inactive = -30% or higher; also: value at the top dose of about 77 µM; % is scaled to controls: 0 for no effect and ±100 for the full control effect
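Luminescence from ADP-Glo served as readout of PI5P4Kalpha activity in a qHTS format. Reaction: enzyme, substrate, compound, ATP at 5 microM final, 60 min at RT.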
PLK1 PBD inh: blocks phosphopeptide binding to human PLK1 polo-box domain | P53350 | Potency, µM, for inactives: max response, negative = inhibition, hits mostly inhibitors | 2.8% of 360,000 active | Plk1 PBD binding of FITC phosphopeptide, fluorescence polarization; also: potency is read from the fitted curve at half-maximal effect; series mostly up to about 57 µM; % is scaled to controls: 0 for no effect and ±100 for the full control effect; nearly all actives have a fitted effect of over 65% in size
* marks the source's active call; other numbers are inactive results; ? = inconclusive; / = not tested or not shown; [ ] = another dose, or the depositor's remark. Unless noted, calls follow the shape of the dose curve; as a rule, active = well fitted curve in the direction sought with a large enough effect; inconclusive = small, poorly fitted or top-dose-only effect, or another doubt; inactive = no such curve, though single readings can be large; an effect the other way counts as inactive or inconclusive. Random draw from the library. Share with any hit: about 4.1%.

SMILES | WRN inhibitor | EPAC1 agonist | IL-2 act | Abeta yeast res | FUS yeast rescue | EPAC1 antagonist | PI5P4K alpha inh | PLK1 PBD inh
Cc1cc(NC(=O)CSc2nccn2-c2cccc(F)c2)no1 | 15% | -7% | -0.6 | 4% | / | -5% | 19 | -4%
COC(=O)C1=C(C(=O)OC)[C@@H]2Nc3ccccc3[C@@]23C[C@@H](C(=O)OC)N=C3N1 | 2% | -9% | -0.2 | -19% | -10% | 1% | 1 | -13%
O=C(COC(=O)C1C2CC3OC(=O)C1C3C2)Nc1ccccc1 (centres undefined) | 13% | 10% | 0.4 | 2% | 20% | 6% | 5 | -18%
COc1cc(C)ccc1OCC(=O)OCC(=O)c1[nH]c(C)c(C(C)=O)c1C | -31% | 2% | -0.6 | 2% | 21% | -8% | -4 | -7%
COc1ccccc1-c1ccccc1C1=CC(=O)CC(C)(C)C1=O | 1% | -1% | 4.4 | -10% | -4% | 9% | 0 | 3%
COc1cccc2cc(-c3cc(=O)oc4cc(C)c(OCC(C)=O)cc34)oc12 | 0% | -1% | -1.1 | 6% | 16% | ? | 0 | 17µM*
COCCOC(=O)c1c(C)oc2ccc(OC(=O)COc3c(F)c(F)c(F)c(F)c3F)cc12 | -12% | 0% | 0.3 | 4% | 15% | -6% | 9 | 0%
N#Cc1ccc(C(=O)Nc2nnc(-c3cccs3)o2)cc1 | 5% | -20% | -0.2 | -4% | -15% | -19% | -2 | 27µM*
O=C(NCCOc1ccccc1)c1cccc(S(=O)(=O)N2CCN(Cc3ccccc3)CC2)c1 | -5% | 16% | -0.8 | -5% | 9% | -13% | 4 | 1%
O=C(c1ccc(S(=O)(=O)N2CCCCC2)cc1)N1CCN(Cc2ccc3c(c2)OCO3)CC1 | -15% | -8% | -3.9 | 11% | / | 6% | 0 | -2%
O=C(OCC(=O)N1CCN(C(=O)c2ccco2)CC1)c1cc(-c2cccc(Br)c2)nc2ccccc12 | 4% | 19% | -3.1 | -12% | ? | 0% | / | -7%
Cc1ccc(NC(=O)c2ccc(C(C)(C)C)cc2)cc1[N+](=O)[O-] | -19%[57.1 µM] | 4% | 1.5 | 4% | -1% | 5% | 1 | 1%
CCC(C)[C@H](NC(=O)NCCC1=CCCCC1)C(=O)O (some centres undefined) | 2% | 6% | 0.9 | 10% | -10% | -4% | 2 | 24µM*
COc1ccc(NC(=O)CN(c2ccc(F)cc2)S(=O)(=O)c2ccccc2)c(OC)c1 | -6% | 19% | 2.0 | 12% | 18% | -16% | 7 | -9%
COC(=O)c1c(C)oc2ccc(N(C(=O)c3ccncc3)S(=O)(=O)c3ccccc3)cc12 | -20% | 12% | -0.4 | 9% | 20% | -3% | 3 | -13%
Cc1ccc(C)c(S(=O)(=O)N2CCCOC2CNC(=O)C(=O)NCc2cccs2)c1 (centres undefined) | 10% | -14% | 0.8 | 14% | 20% | -15% | -3 | -6%
CC/C(=N\NC(=O)c1cccnc1)c1ccc2c(c1)OCCO2 | -4% | -2% | 0.4 | 3% | 2% | 8% | 2 | -25%
COc1cccc(C(=O)N2CCN(Cc3nc(-c4ccoc4)oc3C)CC2)c1 | 8% | -17% | -2.6 | -3% | -5% | -3% | 1 | -4%
O=C(COc1ccccc1)N(Cc1cccs1)C1CCS(=O)(=O)C1 (centres undefined) | 7% | 13% | 0.7 | -8% | -18% | -21% | -1 | -9%
O=C1NC(=O)C(=Cc2ccccc2[N+](=O)[O-])S1 | 13% | 5% | -0.3 | -3% | 7% | 50µM* | ? | 13µM*
CCOC(=O)c1ccc(Oc2nc(NC)nc(OC)n2)cc1 | 3% | 5% | -2.1 | -7% | 14% | -3% | 1 | -11%
CCOC(=O)CC(NS(=O)(=O)c1ccc(NC(C)=O)cc1)c1ccc(OCC)cc1 (centres undefined) | -1% | -2% | -0.9 | 0% | 22% | ? | 0 | -8%
CCCCC(=O)Nc1ccc(N2CCN(C(=O)c3ccco3)CC2)cc1 | -8% | 2% | 0.1 | 1% | 12% | -11% | 1 | -8%
O=C(COc1cccc2ccccc12)NNC(=O)Nc1ccccc1 | -5% | 12% | -1.3 | -1% | 5% | 14% | / | -8%
CCC1(C)OC(=O)NN(c2ccc(C)cc2)C1(C)O (centres undefined) | 12% | 5% | -0.3 | -12% | / | 7% | -2 | -3%

Some values from above:
Under PI5P4K alpha inh, Cc1ccc(NC(=O)c2ccc(C(C)(C)C)cc2)cc1[N+](=O)[O-] shows 1
Under Abeta yeast res, O=C(COc1cccc2ccccc12)NNC(=O)Nc1ccccc1 shows -1%
Under Abeta yeast res, CCC(C)[C@H](NC(=O)NCCC1=CCCCC1)C(=O)O (some centres undefined) shows 10%
Under WRN inhibitor, COC(=O)C1=C(C(=O)OC)[C@@H]2Nc3ccccc3[C@@]23C[C@@H](C(=O)OC)N=C3N1 shows 2%

Whole records, looked up by structure.
CC/C(=N\NC(=O)c1cccnc1)c1ccc2c(c1)OCCO2 reads WRN inhibitor: -4%; EPAC1 agonist: -2%; IL-2 act: 0.4; Abeta yeast res: 3%; FUS yeast rescue: 2%; EPAC1 antagonist: 8%; PI5P4K alpha inh: 2; PLK1 PBD inh: -25%
COC(=O)C1=C(C(=O)OC)[C@@H]2Nc3ccccc3[C@@]23C[C@@H](C(=O)OC)N=C3N1 reads WRN inhibitor: 2%; EPAC1 agonist: -9%; IL-2 act: -0.2; Abeta yeast res: -19%; FUS yeast rescue: -10%; EPAC1 antagonist: 1%; PI5P4K alpha inh: 1; PLK1 PBD inh: -13%

Back to the main list, starting four compounds before the break.
SMILES | WRN inhibitor | EPAC1 agonist | IL-2 act | Abeta yeast res | FUS yeast rescue | EPAC1 antagonist | PI5P4K alpha inh | PLK1 PBD inh
CCOC(=O)CC(NS(=O)(=O)c1ccc(NC(C)=O)cc1)c1ccc(OCC)cc1 (centres undefined) | -1% | -2% | -0.9 | 0% | 22% | ? | 0 | -8%
CCCCC(=O)Nc1ccc(N2CCN(C(=O)c3ccco3)CC2)cc1 | -8% | 2% | 0.1 | 1% | 12% | -11% | 1 | -8%
O=C(COc1cccc2ccccc12)NNC(=O)Nc1ccccc1 | -5% | 12% | -1.3 | -1% | 5% | 14% | / | -8%
CCC1(C)OC(=O)NN(c2ccc(C)cc2)C1(C)O (centres undefined) | 12% | 5% | -0.3 | -12% | / | 7% | -2 | -3%
NC(=O)C1C(c2ccccc2)=C1c1ccccc1 | 5% | 9% | 1.1 | -1% | 25% | -19% | / | -6%
CC(NC(=O)c1cc(-c2ccccn2)nc2ccc(Cl)cc12)C1CCCO1 (centres undefined) | -22% | -4% | 1.3 | 5% | / | -2% | -27 | -12%
Cc1ccc(CC2(OCCN(C)C)CCC(C(C)(C)C)CC2)cc1 (centres undefined) | 3% | -16% | -7.8 | 2% | / | -15% | 20 | -3%
Cc1ccc(S(=O)(=O)N2CCN(C(=S)NCC3CCCO3)CC2)cc1 (centres undefined) | 10% | 0% | -0.8 | -9% | 7% | 11% | 4 | -4%
O=C1OC(N2CCN(C(=O)C3CCCO3)CC2)c2ccccc21 (centres undefined) | 3% | -3% | 1.5 | -1% | 3% | 6% | -3 | -1%
O=C(Oc1ccc(-c2ccccc2)cc1)C1C2CCCCC21 (centres undefined) | 5% | 2% | -0.9 | -3% | 16% | 17% | 6 | -10%
CC(C(=O)NCc1ccccc1)N(Cc1ccccc1Cl)C(=O)c1snc(C(N)=O)c1N (centres undefined) | 7% | 12% | 0.8 | -2% | 4% | -11% | -1 | -19%
Cc1ccc(S(=O)(=O)N2CCCC2)cc1C(=O)NCCN1CCOCC1 | -15% | -10% | 0.8 | 1% | 1% | 18% | 6 | 1%
O=C(COC(=O)Cc1c(F)cccc1Cl)NC1CCS(=O)(=O)C1 (centres undefined) | -13% | 0% | -0.8 | 28% | 10% | -14% | 1 | -7%
CC(=O)NC(=O)c1cnn(-c2ccccc2)c1N | -14% | -1% | -3.4 | 3% | 23% | -23% | 2 | -8%
Cc1ccc(SCCC(=O)Nc2c(C)n(C)n(-c3ccccc3)c2=O)cc1 | -2% | 1% | 2.2 | -2% | -2% | 18% | 1 | -5%
COc1ccc(/C=N/NC(=O)C2CC2)c(OC)c1OC | 3% | 6% | -3.5 | 12% | 15% | 13% | 7 | 0%
COc1ccc(N2CCN(C(=O)c3cc(C4CC4)nn3-c3ccccc3)CC2)cc1 | -3% | 15% | 0.2 | -21% | 28% | -13% | 4 | -6%
CCCCC(=O)Nc1nnc(SCC(=O)NC2CCCC2)s1 | -8% | 1% | -0.8 | 17% | -9% | -3% | 1 | -4%
CC1CCC(NC(=O)CCNS(=O)(=O)c2ccccc2)CC1 (centres undefined) | 1% | -8% | 0.0 | 2% | 28% | 11% | -1 | -3%
C[C@H]1CN([C@@H](C)CO)C(=O)CCCn2cc(nn2)CO[C@@H]1CN(C)C(=O)Nc1cccc(Oc2ccccn2)c1 | 6% | 8% | -1.5 | 10% | -12% | -1% | 0 | -21%

Structures above shown as hits in EPAC1 antagonist:
| structure | WRN inhibitor | IL-2 act | EPAC1 antagonist | PI5P4K alpha inh | PLK1 PBD inh |
| --- | --- | --- | --- | --- | --- |
| O=C1NC(=O)C(=Cc2ccccc2[N+](=O)[O-])S1 | 13% | -0.3 | 50µM* | ? | 13µM* |
